PvdQ acylase: blocks Pseudomonas aeruginosa PvdQ acylase activity; purified PvdQ acylase, fluorescence plate reader; inhibition, % at 10 µM; actives 0.063% (n = 340,000); AID 488965; in the data active = inhibition above about 30%, passing the limit was not always enough; inconclusive = no clear call, values can overlap the other calls;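 note: 0% = vehicle neutral wells and 100% = reference inhibitor wells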
SR-BI DiI inh: blocks mouse SR-BI lipid uptake from DiI-HDL; inhibition, % at 12.5 µM; actives 0.96% (n = 320,000); ldlA[mSR-BI] CHO cells, DiI-HDL uptake fluorescence, 3 h; Q61009; AID 488896;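 active = mean replicate inhibition of at least 70% and a set share of replicates each scoring 70 or more; inconclusive = meets just one of the two criteria; inactive = fails both criteria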;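 note: 0% = median of neutral control wells and 100% = median of positive control wells; values of inactives mirror those of a sister screen read the other way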
Rtt109 Vps75: blocks Candida albicans Rtt109/Vps75 acetyltransferase activity; Q5AAJ8; purified Rtt109/Vps75, ThioGlo CoA-SH fluorescence, 4 h; inhibition, % at 34.9 µM; actives 0.16% (n = 330,000); AID 540336;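 active = inhibition of at least 50% in every replicate; inconclusive = best replicate reaches 50% inhibition but some replicates fall short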
Target sequence (Q5AAJ8 whole entry, looked up): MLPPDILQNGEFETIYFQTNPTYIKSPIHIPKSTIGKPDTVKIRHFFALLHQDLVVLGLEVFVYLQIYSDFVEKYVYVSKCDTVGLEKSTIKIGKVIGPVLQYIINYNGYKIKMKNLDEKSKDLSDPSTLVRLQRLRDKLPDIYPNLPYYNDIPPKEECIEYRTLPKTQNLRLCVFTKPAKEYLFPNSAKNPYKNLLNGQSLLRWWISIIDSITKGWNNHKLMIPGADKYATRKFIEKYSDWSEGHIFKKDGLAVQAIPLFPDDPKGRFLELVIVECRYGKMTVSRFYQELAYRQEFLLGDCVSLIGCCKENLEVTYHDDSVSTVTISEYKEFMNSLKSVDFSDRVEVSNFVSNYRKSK
PfHsp90 yeast 2: inhibits growth of yeast expressing Plasmodium falciparum Hsp90; S. cerevisiae expressing PfHsp90, BacTiter-Glo ATP, 48 h; yeast lacking PDR1 and PDR3 efflux regulators; inhibition, % at 9.4 µM; actives 0.32% (n = 310,000); AID 504621;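 active = every replicate shows inhibition above about 80%, whatever the replicate mean, limit read from the data; inconclusive = mean inhibition reaches the set limit but some replicate falls short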;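 note: 0% = DMSO neutral controls and 100% = 20 µM radicicol positive controls; yeast relying on Plasmodium falciparum Hsp90 in place of its own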
dFosB act: activators of mouse delta FosB homodimer. P13346. purified delta FosB, TAMRA-CDK5 oligo fluorescence polarization; percent of positive-control signal above neutral wells. activation, % at 25 µM. actives 0.99% (n = 340,000). AID 493131;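 active = mean activation above about 17%, with every replicate also reaching it, limit read from the data, passing the limit was not always enough; inconclusive = only one of the two conditions met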;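 note: fluorescence polarization rise as delta FosB binds a TAMRA Cdk5 AP-1 oligo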
Target sequence (P13346 whole entry, looked up): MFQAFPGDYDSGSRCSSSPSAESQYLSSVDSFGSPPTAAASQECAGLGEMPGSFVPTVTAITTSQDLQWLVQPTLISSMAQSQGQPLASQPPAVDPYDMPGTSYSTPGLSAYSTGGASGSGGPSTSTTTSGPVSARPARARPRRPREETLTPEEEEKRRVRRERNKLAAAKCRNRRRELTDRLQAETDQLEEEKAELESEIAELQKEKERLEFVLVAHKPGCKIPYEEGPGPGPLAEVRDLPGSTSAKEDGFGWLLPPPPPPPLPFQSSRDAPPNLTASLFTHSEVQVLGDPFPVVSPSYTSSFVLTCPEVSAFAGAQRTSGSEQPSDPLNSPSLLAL
NSD2 HMT inh: blocks human histone methyltransferase NSD2 | O96028 | NSD2 peptide methylation, AlphaScreen, 120 min | inhibition, % at 12.5 µM | actives 0.54% (n = 310,000) | AID 743445; in the data active = inhibition above about 50%
CAL PDZ FP-1: blocks peptide binding to the human CAL PDZ domain | inhibition, % at 24.9 µM | AID 602252 | purified CAL PDZ, TMR-peptide fluorescence polarization, 1 h | actives 0.92% (n = 300,000);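 active = mean inhibition of at least 30% with at least half of replicates also reaching 30%; inconclusive = no clear call, values can overlap the other calls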;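 note: 0% = DMSO neutral control and 100% = excess unlabeled competitor peptide PRC23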
SR-BI uptake up: enhances SR-BI lipid uptake from DiI-HDL. CHO ldlA[mSR-BI] cells, DiI-HDL uptake fluorescence, 3 h; 100 = double the neutral-control signal. activation, % at 12.5 µM. actives 0.096% (n = 320,000);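 active = mean replicate activation of at least 60% and every replicate at or above 60%; inconclusive = mean or all-replicate condition met, but not both; inactive = mean below 60% and not all replicates reaching 60%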;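 note: 0% = median plate neutral-control signal and 100% = twice that signal; values of inactives mirror those of a sister screen read the other way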
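System: LDL receptor-deficient CHO ldlA cells overexpressing murine SR-BI | Timing: 3 h uptake period with compound, 37 °C | Medium: HEPES-buffered (25 mM, pH 7.4) F12 plus 0.5% BSA | Dosing: Single-point compound dose | Signal: Bottom-read fluorescence, 550/595 nm | Read-out: Retained DiI signal reflecting DiI-HDL uptake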
MITF act: activators of MITF-driven TRPM1 promoter activity in SK-MEL-5 cells; SK-MEL-5 TRPM1-promoter luciferase, 24 h; % of positive control, neutral wells = 0; activation, % at 12.5 µM; actives 0.75% (n = 300,000); AID 588334;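 active = mean activation of at least 80% with every replicate also reaching 80%; inconclusive = mean reaches 80% but some replicate falls short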;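 note: 0% = neutral control wells and 100% = parthenolide positive control wells; values of inactives mirror those of a sister screen read the other way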
CAL PDZ FP-2: inhibitors of human CAL PDZ peptide binding; Q9HD26; purified CAL PDZ, TMR-peptide fluorescence polarization, 1 h; inhibition, % at 20 µM; actives 0.02% (n = 330,000); AID 504414;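 active = highest replicate inhibition of at least 40%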;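 note: plate controls were DMSO neutral control wells for no effect and unlabeled competitor peptide control wells for full effect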
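Test system: purified CerCALP PDZ construct; Compound dosing: one concentration, 20 µM compound; Also added: TMR-labelled reporter peptide T*-PRC34 bound in PDZ groove; Read-out: inhibition from polarization loss; Controls: unlabelled peptide and DMSO controls; Signal: FP readout, S and P plane fluorescence; Incubation: 1 h at RT.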
Starred values were filed as active, the others as inactive; ? = inconclusive; / = not tested or not shown.

SMILES	PvdQ acylase	SR-BI DiI inh	Rtt109 Vps75	PfHsp90 yeast 2	dFosB act	NSD2 HMT inh	CAL PDZ FP-1	SR-BI uptake up	MITF act	CAL PDZ FP-2
CSc1sc(C(=O)NCC2CC2)cc1S(=O)(=O)C(C)C	-17.2	1.9	4.1	-0.7	0.2	-8.6	/	-1.9	-3.3	0.0
COc1cc([N+](=O)[O-])ccc1NC(=O)Cc1ccccc1	10.2	7.1	9.0	/	-1.3	1.8	-0.1	-7.1	3.1	-2.9
Cc1cccc(NC(=O)CSc2nc3c([nH]c4ccccc43)c(=O)n2C)c1	-9.3	53.9	-1.1	-26.6	7.4	/	/	-53.9	/	0.6
Nc1nnc(-c2ccc(F)cc2)s1	18.6	-15.2	3.7	2.7	-1.8	-3.3	-2.0	15.2	10.9	-1.0
COc1ccc(Cl)cc1C(=O)NC(=S)Nc1cc(-c2nc3ccccc3[nH]2)ccc1C	-1.1	39.5	-2.1	-31.2	36.2*	-3.7	6.1	-39.5	29.8	-1.4
Cn1cc(C(=O)NCC2COc3ccccc3O2)c(=O)c2cc(S(=O)(=O)N3CCCCC3)ccc21 (configuration not stated)	-1.4	6.2	-2.3	4.7	0.1	-0.2	-1.5	-6.2	-3.1	-0.3
COc1ccc(CN(C)C(=O)c2ccc(Cl)c(S(=O)(=O)NCc3cccnc3)c2)cc1F	-14.7	-6.7	4.6	-2.6	-6.1	0.3	-3.4	6.7	-2.5	-1.3
Cc1ccc2ncc(NC(=O)c3ccc(F)cc3)c(=O)n2c1	3.7	-9.0	12.5	-1.0	-3.3	-2.7	-1.4	9.0	43.1	-0.9
O=C(C1CCCN(c2ncnc3c2nc2n3CCCCC2)C1)N1CCN(c2ccccc2)CC1 (configuration not stated)	-9.6	-7.5	8.8	-27.7	-8.9	7.2	28.9	7.5	14.9	0.1
CN(C)CCCN(C(=O)/C=C/c1cccs1)c1nc2ccc(F)cc2s1	1.0	20.7	0.5	7.6	-109.2	-1.1	1.5	-20.7	-8.3	-3.2
COC(=O)c1ccccc1NC(=O)NC1CCCCC1	-3.3	-1.0	-0.1	2.0	-3.0	25.5	12.6	1.0	/	-0.1
Cc1ccc(-c2nc(C)sc2CC(=O)OCC(=O)Nc2c(F)cccc2F)cc1	-5.0	0.4	-3.5	-15.6	-2.9	-3.4	-1.8	-0.4	-6.0	-0.2

The list goes on, overlapping the part above by two compounds.
SMILES	PvdQ acylase	SR-BI DiI inh	Rtt109 Vps75	PfHsp90 yeast 2	dFosB act	NSD2 HMT inh	CAL PDZ FP-1	SR-BI uptake up	MITF act	CAL PDZ FP-2
COC(=O)c1ccccc1NC(=O)NC1CCCCC1	-3.3	-1.0	-0.1	2.0	-3.0	25.5	12.6	1.0	/	-0.1
Cc1ccc(-c2nc(C)sc2CC(=O)OCC(=O)Nc2c(F)cccc2F)cc1	-5.0	0.4	-3.5	-15.6	-2.9	-3.4	-1.8	-0.4	-6.0	-0.2
O=C(Nc1cccc([N+](=O)[O-])c1)c1ccc2c(c1)C(=O)N(c1ccccn1)C2=O	0.3	18.3	-2.9	-5.0	-4.3	-1.6	-0.2	-18.3	-29.5	-1.2
O=C1N(O)C2(C=CCCC2)/C(=N\O)C12CCCCC2 (configuration not stated)	-24.5	-15.0	3.0	-16.6	-0.5	-2.0	-0.1	15.0	-5.4	-0.4
Oc1ccccc1-c1cc(-c2cccc(F)c2)n[nH]1	5.3	18.9	17.7	5.9	2.9	-1.2	-3.1	-18.9	/	-0.7
COc1cccc(/C=N/NC(=O)c2cccc([N+](=O)[O-])c2)c1OS(=O)(=O)c1ccccc1	-12.3	50.6	1.7	37.7	1.7	-0.3	-8.7	-50.6	-7.4	-1.6
O=C(COC(=O)C1CC2CCCC(C1)C2=O)Nc1ccc(F)c(Cl)c1 (configuration not stated)	-12.4	-27.4	-8.5	-26.4	-6.8	-2.7	-2.0	27.4	-1.3	-0.3
O=C(Nc1ccc(CN2CCOCC2)cc1)c1ccco1	-7.7	-0.4	8.2	0.8	-1.4	0.5	7.7	0.4	/	-1.5
O=C(COC(=O)C12CC3CC(CC(Cl)(C3)C1)C2)Nc1ccc2[nH]c(=O)[nH]c2c1	-4.8	-9.4	-6.8	-6.4	0.4	-1.0	9.1	9.4	-7.2	-0.3
O=[N+]([O-])c1ccc(N/N=C/c2sc(N3CCOCC3)nc2-c2ccccc2)c(S(=O)(=O)Nc2ccccc2Cl)c1	8.3	-16.8	0.7	6.2	-8.1	8.0	-1.2	16.8	-61.9	-2.5
COc1ccc(Cl)cc1N(C)C(=O)CCc1nc(-c2ccc(C)cc2)no1	-8.2	11.9	0.1	-42.1	-10.0	-2.2	/	-11.9	2.3	-2.0
O=C(Oc1ccc(OC(=O)c2ccco2)c(S(=O)(=O)c2ccc(Br)cc2)c1)c1ccco1	0.7	7.7	/	/	-11.1	/	0.2	-7.7	/	-1.2
CCCc1nc2c(C)cc(C)cc2c(N)c1CC	-12.9	-15.8	-2.5	-17.5	-15.3	1.6	/	15.8	2.0	-1.7
O=C(CSc1nnc(NC(=O)c2ccccc2F)s1)NCc1ccco1	-0.4	-20.5	9.4	1.4	0.4	/	-2.1	20.5	70.6	-2.5
CNCc1cc2ccc(C)cc2[nH]c1=O	-7.3	42.2	5.8	7.6	-12.0	7.9	-3.8	-42.2	0.2	-0.6
COc1ccc(CN(Cc2ccco2)S(=O)(=O)c2ccc(S(=O)(=O)N3CCCC3)cc2)cc1	-1.0	-14.5	-19.5	-8.3	-0.4	-3.9	-3.8	14.5	11.0	-0.5
O=C(COc1ccc(=O)n(-c2ccccc2)n1)Nc1ccccc1	-12.5	9.6	2.5	3.0	-5.0	/	-8.7	-9.6	/	-2.0
COCCn1c(SCC(=O)NCc2ccco2)nnc1C(C)C	-9.6	-10.2	-11.7	-3.9	-0.4	1.3	-6.2	10.2	0.2	/
O=c1c(Cc2ccc(Cl)cc2)c(O)ccn1Cc1cccc(Cl)c1	-12.7	-1.8	-0.8	-2.9	?	-0.3	-2.1	1.8	6.9	0.0
CC(C)C[C@H](NC(=O)N1CC(=O)Nc2ccccc21)C(=O)N[C@H](C(=O)O)c1ccccc1	-3.8	13.8	-9.8	-19.6	1.7	/	0.2	-13.8	-7.2	0.0
COc1cc(N=Nc2ccc3ccccc3c2)ccc1O	1.8	-1.7	0.2	109.9*	-9.5	30.2	-4.7	1.7	/	0.8
COc1ccc(NS(=O)(=O)c2ccc(N)c(C(=O)O)c2)cc1	-12.6	/	1.0	-3.1	4.3	-2.5	2.4	/	3.3	0.3
CC1(c2ccc(OC(F)F)cc2)NC(=O)N(CC(=O)Nc2ccc(Cl)cc2F)C1=O (configuration not stated)	2.7	-0.3	7.6	0.2	-10.6	/	0.6	0.3	-5.8	-1.9
CCOC(=O)N1CCN(C(=O)CNCc2cccs2)CC1	-5.5	-16.8	-3.5	2.2	-1.8	-0.4	46.8*	16.8	7.2	-2.1
CC(C)c1ccccc1NS(=O)(=O)c1cccs1	0.4	/	0.1	12.7	-1.0	10.0	/	/	-7.7	-0.1
CNc1nc(N)nc(OC(C(F)(F)F)C(F)(F)F)n1	-10.1	-12.2	-12.5	16.4	-2.6	2.3	/	12.2	-3.0	-0.5
O=C(Nc1ccc(F)c([N+](=O)[O-])c1)C1CCCO1 (configuration not stated)	23.4	/	3.5	10.9	-1.9	-2.6	-3.8	/	/	0.3
CCC(C)c1ccccc1NC(=O)CN(CC)CC(=O)Nc1ccc2c(c1)OCCO2 (configuration not stated)	-9.3	-27.8	9.2	-3.1	-6.1	40.6	/	27.8	0.7	-0.8
Cc1ccc(S(=O)(=O)N2C/C=C\CN(S(=O)(=O)c3ccccc3Br)CC2)cc1	-13.3	1.6	10.6	2.6	-8.3	/	-2.2	-1.6	1.8	-0.3
CCOc1ccc(NS(=O)(=O)N(C)C)cc1	-16.9	3.2	-7.9	15.8	6.4	0.5	-0.5	-3.2	2.6	-1.9
CSc1nsc(SCC(=O)Nc2ccc(O)c(C(=O)O)c2)n1	-8.5	2.1	-9.0	13.9	-2.3	0.3	-3.9	-2.1	-13.5	-3.4
CCOC(=O)C1(CCCc2ccccc2)CCN(C(=O)c2ocnc2C)CC1	-20.3	-7.2	-7.3	-20.5	-1.2	-3.3	-1.3	7.2	-4.4	0.6
CC(C)CC(C(=O)Nc1oc(-c2ccccc2)c(-c2ccccc2)c1C#N)N1C(=O)c2ccccc2C1=O (configuration not stated)	-6.3	34.4	-7.4	-101.8	-15.1	-10.1	-6.8	-34.4	/	-2.5
CC(C)n1cc([C@@H]2C[C@H]3CN(Cc4cccc(Cl)c4)C(=O)[C@]34CCCN24)cn1	0.7	10.7	0.3	1.8	0.7	-2.6	-1.3	-10.7	-15.7	-2.0
Cc1ccc(NC2=NCC(=O)N2Cc2cccs2)cc1C	-11.1	-11.6	-9.8	-10.0	-1.7	1.5	3.8	11.6	14.9	-0.6
Cc1ccc(C)c(-c2cc(C(=O)Nc3cccnc3)c3ccccc3n2)c1	1.5	28.4	8.1	15.1	-11.7	2.2	-4.1	-28.4	-0.8	-2.6
CN1CCc2c(sc3c2c(=O)n(-c2cccc(Cl)c2)c2nncn32)C1	-14.3	5.4	4.0	16.0	-3.4	12.8	-0.3	-5.4	-20.7	-1.8
C[C@]12CCC3C(CC[C@H]4CCCC[C@]34C)C1CC[C@@]2(O)CNCCO (some centres not stated)	26.4	-32.6	-8.9	6.5	2.3	0.3	-2.7	32.6	28.7	-1.0
COc1ccc2c(c1OC)C(=O)OC2C/C(=N\NC(N)=O)c1ccccc1 (configuration not stated)	-8.9	-37.1	-2.0	0.6	-5.4	1.1	/	37.1	27.6	0.7
CCc1nnc2sc(-c3ccc(NC(=O)c4ccco4)cc3)nn12	3.8	48.8	-11.1	/	-21.6	-0.2	/	-48.8	1.8	-5.4
COc1cccc(/C=C/C(=O)Nc2cccc(C(C)=O)c2)c1OC	-11.7	/	0.7	2.1	-29.4	-3.0	4.5	/	?	-2.5
CCOC(=O)c1c(C)[nH]c(C)c1S(=O)(=O)NCC1CCN(Cc2ccccc2OC)CC1	-10.1	-7.6	0.6	5.8	-5.8	4.3	-1.8	7.6	7.5	-2.5
CCOC(=O)/C=C/C(=O)OCC(=O)Nc1ccc(OC)c(Cl)c1	-7.5	0.8	-0.9	-11.6	-4.4	3.8	-3.3	-0.8	5.2	-3.4
